# LMPTP block: LMPTP (human) inhibition; P24666; 360,000 compounds, 0.22% hits; recombinant LMPTP-A, OMFP fluorogenic substrate, fluorescence intensity; inhibition, % at 20 µM; AID 651560;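 active = compounds that cut the enzyme signal by at least half of the control window in the single-dose screen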;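 also: plate controls were DMSO wells with enzyme plus substrate for no effect and substrate without enzyme for full effect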
#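 Test system – LMPTP-A phosphatase enzyme · Quantity – 0.625 nM LMPTP-A final · Reagent – OMFP substrate, 400 µM final · Dosing – one test concentration per compound, 20 µM, with 3% DMSO overall · Timing – 50 min enzyme reaction at room temperature, protected from light · Detection – fluorescence intensity · Controls – substrate-only low control, DMSO enzyme-plus-substrate high control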
# SUMO1 PPI mod: modulators of human SUMO1-mediated protein-protein interactions; inhibition, % at 20 µM; AID 602429; SUMO1 binding to a labelled peptide, TR-FRET, 1 h; 360,000 compounds, 0.33% hits; P63165; in the data active = inhibition above about 37%
# CSN deneddyl inh: blocks human CSN-mediated cullin deneddylation; Q92905; 360,000 compounds, 0.38% hits; Purified CSN, SCF-Nedd8-OG deneddylation, fluorescence polarization; inhibition, % at 12.5 µM;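 active = pattern-corrected inhibition above about 35%, with an unprinted fluorescence ratio check between 0.5 and 1.5, limit read from the data, passing the limit was not always enough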;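 also: 0% = enzyme with substrate and 100% = substrate without enzyme; some results filed as inactive read as strong as hits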
# Target sequence (Q92905 whole entry, looked up, one chain of several): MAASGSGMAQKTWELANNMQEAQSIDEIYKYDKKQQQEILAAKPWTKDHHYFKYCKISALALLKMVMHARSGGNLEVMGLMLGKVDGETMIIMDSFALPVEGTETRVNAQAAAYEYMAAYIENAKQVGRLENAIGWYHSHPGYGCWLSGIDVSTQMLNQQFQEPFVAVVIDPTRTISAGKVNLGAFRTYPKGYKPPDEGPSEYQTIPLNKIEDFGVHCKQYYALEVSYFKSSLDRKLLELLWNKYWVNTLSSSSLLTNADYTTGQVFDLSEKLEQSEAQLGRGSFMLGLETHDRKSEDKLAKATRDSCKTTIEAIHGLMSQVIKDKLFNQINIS
#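 Assay system: purified human Csn5 enzyme expressed in HEK293T cells; measure: % inhibition; also added: SCFSkp2-Nedd8OG substrate at 10 nM final; technique: fluorescence polarization; times: reaction 90 min, room temperature; medium: Tris buffer pH 7.5, NaCl, DTT, Tween-20, trehalose, ovalbumin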
# Rpn11 inh: inhibitors of human proteasome Rpn11. human 26S proteasome, Ub4-pepOG fluorescence polarization; 20S core pre-blocked with epoxomicin. O00487. calls only at 20 µM. 360,000 compounds, 0.59% hits;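 active = inhibition at 20 µM, scaled to each plate's controls, above about 33%, limit read from the data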
# STEP block: blocks human striatal-enriched tyrosine phosphatase; P54829; recombinant STEP, OMFP fluorogenic substrate, fluorescence; inhibition, % at 20 µM; 360,000 compounds, 0.25% hits; AID 588621;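 active = inhibition at 20 µM, scaled per plate between control wells, above about 37%, limit read from the data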;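 also: 0% = DMSO with enzyme and substrate and 100% = substrate only without enzyme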
#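 Assay system: isolated STEP enzyme / Timing: 20 min at room temperature, dark / Doses: 20 µM, 1% DMSO / Technique: fluorescence intensity, excitation 480 nm, emission 540 nm / Reagent: fluorogenic phosphatase substrate OMFP at 25 µM final / Measure: percent inhibition scaled to no-enzyme and uninhibited-enzyme controls, plate-pattern corrected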
# NadD inh: blocks S. aureus nicotinate mononucleotide adenylyltransferase; purified NadD enzyme, colorimetric absorbance read-out; 360,000 compounds, 0.78% hits; inhibition, % at 20 µM; in the data active = inhibition above about 26%; also: some compounds past the cut are filed as inactive
# Neddyl block: blocks human cullin neddylation. AID 651699. P61081+Q13564. TR-FRET cullin neddylation, biochemical. calls only at 25 µM. 360,000 compounds, 0.58% hits; in the data active = inhibition above about 36%
# Target sequence (P61081 whole entry, looked up): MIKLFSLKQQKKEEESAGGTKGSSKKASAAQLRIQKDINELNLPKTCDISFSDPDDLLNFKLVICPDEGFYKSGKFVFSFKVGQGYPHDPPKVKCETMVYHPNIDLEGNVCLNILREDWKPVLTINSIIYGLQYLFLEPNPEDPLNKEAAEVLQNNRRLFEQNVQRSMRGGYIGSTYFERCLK
# Target sequence (Q13564 whole entry, looked up): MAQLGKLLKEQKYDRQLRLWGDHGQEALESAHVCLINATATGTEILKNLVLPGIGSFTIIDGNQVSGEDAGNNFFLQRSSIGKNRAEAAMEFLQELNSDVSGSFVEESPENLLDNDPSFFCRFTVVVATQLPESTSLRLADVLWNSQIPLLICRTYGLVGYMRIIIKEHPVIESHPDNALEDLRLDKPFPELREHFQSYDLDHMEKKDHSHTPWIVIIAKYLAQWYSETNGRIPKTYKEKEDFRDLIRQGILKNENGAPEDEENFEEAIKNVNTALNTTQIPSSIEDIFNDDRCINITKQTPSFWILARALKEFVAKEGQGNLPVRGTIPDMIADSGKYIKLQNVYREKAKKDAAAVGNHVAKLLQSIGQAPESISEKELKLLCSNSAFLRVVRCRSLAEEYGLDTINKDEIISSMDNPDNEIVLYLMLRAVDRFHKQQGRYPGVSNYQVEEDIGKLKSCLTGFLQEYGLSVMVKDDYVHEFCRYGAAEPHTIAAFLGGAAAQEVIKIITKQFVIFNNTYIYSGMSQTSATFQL
# Scp-1 inhibitor: inhibitors of human Scp-1 phosphatase; Q9GZU7; inhibition, % at 20 µM; AID 493091; Recombinant Scp1, phosphopeptide, malachite green phosphate absorbance; 340,000 compounds, 0.88% hits;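 active = inhibition above about 50% at 20 µM, limit read from the data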;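 also: plate controls were DMSO wells with enzyme for no effect and wells lacking enzyme for full effect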
#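 Test system: SCP-1 phosphatase catalytic domain, residues 76-261; measured by: colorimetric phosphate reagent with accelerator and stabiliser, absorbance at 630 nm; timing: enzyme reaction 45 min at room temperature, colour 5 min, stabilisation 30 min; also added: Phosphorylated 17-residue peptide substrate; compound dosing: one concentration, 20 µM, with 1.0% DMSO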
# Rin1-Abl PPI inh: blocks binding of human Rin1 to Abl; TR-FRET Rin1/Abl binding, biochemical; inhibition, % at 7.35 µM; 360,000 compounds, 0.4% hits; AID 588664; in the data active = inhibition above about 5%, passing the limit was not always enough
# DNMT1 inh: DNMT1 (human) enzyme inhibition; P26358; DNMT1 molecular beacon, Hinp1I cleavage, fluorescence; inhibition (reported as % activation of signal), % at 10 µM; 360,000 compounds, 0.83% hits; AID 588458; in the data active = inhibition above about 50%
# Numbers without * were called inactive; i = inactive; x = no result given; + = active, no number.
canonical_smiles,LMPTP block,SUMO1 PPI mod,CSN deneddyl inh,Rpn11 inh,STEP block,NadD inh,Neddyl block,Scp-1 inhibitor,Rin1-Abl PPI inh,DNMT1 inh
COc1cc(/C=C/C(=O)OCC(=O)NCc2ccco2)ccc1OC(F)F,-0.1,-13.8,-1.0,i,1.3,-13.0,i,-7.8,3.6,1.7
Cc1cc(C)c2cc(C#N)c(NCCCN)nc2c1,-0.2,-19.4,3.7,x,x,8.0,i,x,x,x
CCC1CC(CSc2ncn[nH]2)OC1=O (configuration not stated),-0.2,-1.8,-2.4,i,-1.6,-6.1,i,-2.2,-2.9,2.5
O=C(Nc1nnc(C2CCCO2)s1)c1cccs1 (configuration not stated),1.6,1.6,-3.9,i,-1.0,-3.0,i,-6.5,-2.9,0.6
CCN(CC)c1ccc(C(=O)Nc2ccccc2)cc1[N+](=O)[O-],2.0,-23.1,-3.8,i,3.0,0.0,i,-7.3,2.7,-3.8
CC1CCCN(CCCNC(=O)c2ccc(CS(=O)(=O)Cc3cccc(Cl)c3)o2)C1 (configuration not stated),-2.1,-0.2,-0.1,i,-2.4,-9.7,i,-0.3,2.4,0.8
O=C(Cn1nnc(-c2ccccc2NC(=O)c2ccccc2F)n1)NCc1ccco1,1.6,-1.3,1.7,i,2.7,4.2,i,-10.4,-3.5,8.2
Cc1ccc(CSc2nnc(-c3cccc4ccccc34)o2)cc1,2.7,2.4,-4.0,i,2.4,9.6,+,-17.6,1.0,-5.5
COc1ccc(CCN2C(=O)C3C4CCC(C4=C(C)C)C3C2=O)cc1OC (configuration not stated),0.0,16.1,-15.9,i,1.0,-2.1,i,-5.7,-1.8,-2.6
O=C(CCc1ccccc1)NCC(c1ccco1)N1CCc2ccccc21 (configuration not stated),1.8,-3.9,-8.5,i,3.7,-4.3,i,41.3,1.7,0.4
COc1ccc(C2=NOC(Cn3nc(-c4ccccc4)cc3C(=O)NCc3ccc(C)cc3)C2)cc1 (configuration not stated),6.5,4.9,35.2*,i,2.2,-3.6,i,-12.4,1.9,9.8
CCOC(=O)CC(=O)Nc1c(C)cc(C)cc1C,0.1,-3.8,2.1,i,1.0,3.4,i,0.8,0.6,2.2
Cc1cccc2cc(CN(CC3CCCO3)C(=O)NC3CCCCC3)c(=O)[nH]c12 (configuration not stated),-0.5,-0.3,-3.4,i,-0.8,7.6,i,3.4,-4.1,0.7
Cc1nc(Nc2ccc3c(c2)OCCO3)c2c(C)c(C)sc2n1,1.4,7.4,-2.1,i,4.9,-7.9,i,-2.3,1.3,2.6
Cc1nn(CC#N)c(=O)n1N(C)c1ncc(C(F)(F)F)cc1Cl,-1.9,10.6,-3.0,i,1.9,-0.8,i,-6.9,2.7,-0.2
C/C(N)=C(/C#N)C(=O)COC(=O)c1cc(S(=O)(=O)N2CCCCC2)ccc1C,-0.5,2.0,-2.2,i,-1.2,-4.0,i,-5.5,-1.8,-0.8
C=CCOc1nc2c(c(=O)n(C)c(=O)n2C)n1C,-1.0,-0.4,1.6,i,-2.7,1.8,i,-6.8,2.6,3.5
C[C@H]1CN([C@@H](C)CO)C(=O)c2cccc(NC(=O)C3CC3)c2O[C@H]1CN(C)Cc1ccc(C(F)(F)F)cc1,-0.6,3.2,-2.5,i,0.7,-1.0,i,-0.3,0.9,0.0
Cc1ccc(CN2CCN(Cc3ccc(OCCO)cc3)CC2CCO)o1 (configuration not stated),-0.1,-3.7,1.6,i,-0.8,-2.6,i,1.9,-1.4,0.3
COC(=O)c1c(C)nc2ccccc2c1C(=O)O,-1.8,2.9,5.3,i,-2.4,2.3,i,0.0,0.3,3.3
Cc1cc2oc(=O)cc(CN3CCC(C)CC3)c2cc1C,0.3,-0.8,-2.6,i,-0.8,1.3,i,-12.8,-1.4,-1.3
CN1CCN(c2ccc(Cl)cc2NC(=O)c2ccc([N+](=O)[O-])cc2)CC1,-0.3,-16.0,4.0,i,1.8,-6.8,i,-4.1,-2.5,5.1
COc1ccccc1COCC(O)CN(Cc1ccco1)Cc1ccccc1O (configuration not stated),-0.2,0.1,0.1,i,-0.2,-7.0,i,-11.1,-1.7,-4.7
OCCn1c(Cl)nc2ccccc21,-1.2,2.8,1.1,i,-1.4,-0.7,i,-3.3,-1.1,-0.3
CN(C)S(=O)(=O)c1ccc(NC(=O)C2CC(=O)N(Cc3ccccc3)C2)cc1 (configuration not stated),-0.2,-1.2,-1.1,i,1.1,2.5,i,-0.3,1.4,0.8

# Filtered by structure: the entries above containing a nitro group on carbon
canonical_smiles,LMPTP block,SUMO1 PPI mod,CSN deneddyl inh,Rpn11 inh,STEP block,NadD inh,Neddyl block,Scp-1 inhibitor,Rin1-Abl PPI inh,DNMT1 inh
CCN(CC)c1ccc(C(=O)Nc2ccccc2)cc1[N+](=O)[O-],2.0,-23.1,-3.8,i,3.0,0.0,i,-7.3,2.7,-3.8
CN1CCN(c2ccc(Cl)cc2NC(=O)c2ccc([N+](=O)[O-])cc2)CC1,-0.3,-16.0,4.0,i,1.8,-6.8,i,-4.1,-2.5,5.1

# The list goes on:
canonical_smiles,LMPTP block,SUMO1 PPI mod,CSN deneddyl inh,Rpn11 inh,STEP block,NadD inh,Neddyl block,Scp-1 inhibitor,Rin1-Abl PPI inh,DNMT1 inh
CC(C)(C)C(=O)CSc1nc2c(c(-c3cccs3)c1C#N)CCC2,2.6,-1.5,-0.5,i,3.0,0.6,i,-10.3,-0.5,0.9
O/N=C(\CN1CCCCC1)c1ccccc1,-0.8,1.4,1.6,i,-2.4,-1.6,i,-9.1,0.4,-0.4
O=C(Cn1[nH]c(=O)c2ccccc2c1=O)N1CC=C(c2ccccc2)CC1,0.8,4.3,0.3,i,-3.7,3.5,i,-3.3,-1.9,-6.8
Cc1cccc(N(C(=O)CCC(=O)Nc2ccccn2)C(C(=O)NC(C)C)c2ccc(O)cc2)c1 (configuration not stated),-0.2,-0.6,-3.7,i,-1.5,3.1,i,8.0,2.1,1.0
Cc1ccccc1COC(=O)CN1C(=O)NC2(CCCC2)C1=O,-1.2,10.2,1.4,i,-0.5,2.0,i,-8.9,1.9,0.1
O=C(COc1cccc2cccnc12)NCC(F)(F)F,-1.1,-3.8,1.2,i,-2.1,4.1,i,-4.2,0.0,-10.0
CCc1ccc2c(c1)NC(=O)C2(C)Cc1cccc(F)c1 (configuration not stated),0.9,-1.9,-0.3,i,-1.0,-11.3,i,x,-4.6,4.8
CCOC(=O)c1ccc2[nH]c3c(c2c1)CCCC3O (configuration not stated),0.9,1.8,-1.4,i,0.0,-6.7,i,-8.3,3.2,0.0
O=C(CCCc1ccccc1)N=C1SC2CS(=O)(=O)CC2N1c1ccccc1F (configuration not stated),0.7,-1.5,-6.5,i,0.3,-8.0,i,-11.2,2.7,2.9
COc1ccc(OC)c(Nc2nc(NCCCN(C)C)nc(N)c2[N+](=O)[O-])c1,0.7,-15.5,116.3,i,1.1,-9.1,i,-4.3,-1.8,1.3
O=C(NCCc1ccccc1)c1c(F)c(F)c(F)c(F)c1F,-1.3,3.3,-2.6,i,-3.5,0.9,i,-4.1,-0.3,3.7
COc1ccc(-c2noc(N3CCC(C(=O)Nc4ccc(F)cc4F)CC3)n2)cc1,0.2,-0.2,1.9,i,-6.0,-3.9,i,-6.5,1.3,3.1
O=C(c1oc(=O)c2ccccc2c1-c1ccccc1)N1CCC(O)CC1,-1.3,7.4,-4.1,i,-1.9,0.5,i,14.7,3.4,3.4
COc1cc(CCC(C)NCc2ccccc2)ccc1O (configuration not stated),-1.9,-0.2,0.7,i,1.2,-6.6,i,-9.7,3.4,-2.3
O=C(O)CN1CCN(Cc2ccccc2F)C1=O,0.0,2.8,3.5,i,1.2,-1.3,i,4.2,2.7,-0.2
Cc1ccc(C(=O)NCC(=O)NCC(c2cccs2)N(C)C)cc1C (configuration not stated),-5.8,-3.8,1.0,i,-1.0,1.6,i,-2.4,1.0,0.9
COc1ccc(N=c2cc(-c3ccc(OC)cc3)oc3ccccc23)cc1,9.1,-9.7,5.3,i,3.3,5.8,i,16.7,-0.8,1.2
O=c1c2ccccc2nc(SCc2ccc([N+](=O)[O-])cc2)n1-c1ccc(Cl)cc1,0.8,0.6,7.5,i,2.4,8.1,i,-6.9,1.4,10.6
Cc1ccc(C)c(NS(=O)(=O)c2ccc(OCC(=O)NCc3ccco3)cc2)c1,-0.2,-0.9,-0.1,i,-0.2,-7.2,i,-1.9,1.7,0.8
O=C1OC(c2cccc3c(F)cccc23)c2ccccc21 (configuration not stated),-0.2,0.7,1.8,i,-1.0,-8.0,i,x,-5.5,-4.4
Nc1nonc1-n1nnc(C(=O)N/N=C/c2c(Cl)cccc2Cl)c1CSC1=NCCS1,2.0,-6.6,1.9,i,-2.5,34.1*,i,-10.6,-1.8,-0.9
Cc1ccnc(NC(=O)Nc2ccc(Br)cc2Cl)c1,-3.7,1.0,1.0,i,-2.5,0.4,i,6.9,1.0,6.7
Cc1ccc(NC(=O)NCC2CCN(Cc3cc(C)ccc3Cl)CC2)c(C)c1,4.9,0.3,0.3,i,1.2,-9.7,i,-4.1,-0.1,-10.7
COc1ccc2c(CC(=O)N[C@@H](Cc3ccccc3)C(=O)O)cc(=O)oc2c1C,-0.2,1.2,1.4,i,-0.3,-2.8,x,-6.8,-0.2,-0.1
COc1ccc(S(=O)(=O)N2CCCC2CNC(=O)C(=O)Nc2cccc(F)c2)cc1 (configuration not stated),1.1,-5.9,-8.2,i,-1.3,-5.8,i,-10.5,-1.8,-3.2

# The list goes on.
canonical_smiles,LMPTP block,SUMO1 PPI mod,CSN deneddyl inh,Rpn11 inh,STEP block,NadD inh,Neddyl block,Scp-1 inhibitor,Rin1-Abl PPI inh,DNMT1 inh
Cc1cc(C(=O)NC(C)C2CCCO2)cs1 (configuration not stated),-1.9,-2.2,2.2,i,1.7,5.7,i,-2.0,0.7,1.8
CCCCN1C=C(C(=O)OCC)C(=O)CC1,-1.2,23.1,-3.5,i,0.1,5.7,i,-0.1,-2.8,4.4
CN(C)C(=O)c1ccc(-n2nc(C(F)(F)F)c3c2CCCC3)cc1,-1.6,-6.2,-1.2,i,-0.4,1.8,i,-4.2,-2.8,-0.5
COc1ccccc1CN1CC(C(=O)NC2CCCCC2)CC1=O (configuration not stated),-1.9,0.9,1.7,i,-0.5,-5.3,i,9.8,2.0,1.0
O=C1CC(C(=O)N2CCN(S(=O)(=O)c3cccc(F)c3)CC2)CN1Cc1ccccc1Cl (configuration not stated),-11.5,-35.8,-1.0,i,-3.0,4.1,i,-9.6,1.7,-6.8
CC(C)=CC(=O)Nc1c(C)cc(C)cc1Cl,-0.8,1.9,8.3,i,0.0,-3.8,i,-10.4,1.7,7.2
